Growth percent in the NCI-60 one-dose screen (48 h, 10 µM unless noted): 100 = growth as untreated, 0 = no growth, -100 = all killed.
HCC-2998 = HCC-2998 colon cancer | AID 1794799 | 79,000 compounds, 4.7% hits
TK-10 = TK-10 renal cancer cells. 81,000 compounds, 3.9% hits. AID 1794769
SW-620 = SW-620 colon cancer; 82,000 compounds, 5.2% hits
HT29 = HT29 colon cancer | 81,000 compounds, 7.4% hits
SN12C = SN12C renal cancer cells. 81,000 compounds, 3.8% hits
786-0 = 786-0 renal cancer cells; 81,000 compounds, 5.1% hits; AID 1794775
HCT-116 = HCT-116 colon cancer; 82,000 compounds, 7.3% hits
HCT-15 = HCT-15 colon cancer; 82,000 compounds, 5.2% hits
UO-31 = UO-31 renal cancer | 81,000 compounds, 5.2% hits | AID 1794768
An asterisk follows results filed as active; . = not tested or not shown; & = joins results of further samples. The calls were made as follows: active = growth percent below 10; inactive = the rest. An unsorted share of the library, and some 12% of all compounds hit somewhere here.

Values run as follows: HCC-2998	TK-10	SW-620	HT29	SN12C	786-0	HCT-116	HCT-15	UO-31
[1] Cc1cccnc1-n1ncc(C(=O)Nc2nc3ccccc3s2)c1C
 : 106	124	101	107	98	105	102	76	83
[2] CCC(=O)Nc1ccccc1C#C/C=C\C#Cc1ccccc1C(F)(F)F
 : 71	75	30	48	59	51	41	56	22
[3] Oc1c(I)cc(Cl)c2cccnc12
 : 64	96	40	69	49	61	22	33	39
[4] CCCCCCCOc1nc2c(c(=O)n(C)c(=O)n2C)n1C
 : 116	107	103	100	100	.	105	106	109
[5] c1ccc2c(-c3cn4ccnc4c(-c4ccc5c(c4)ncn5C4CCCCC4)n3)cccc2c1
 : 102	94	99	83	86	87	76	85	63
[6] COc1ccc(OC)c(NC(=O)/C(C#N)=C/c2ccco2)c1
 : .	114	106	92	101	100	95	91	68
[7] Cc1nn(-c2ccc(F)cc2)c2ncnc(N3CCN(c4ccc(Cl)cc4)CC3)c12
 : 96	131	103	94	87	102	98	108	65
[8] COc1ccc(/C(C)=C(\c2ccc(Cl)cc2)c2ccc(OCCN3CCCCC3)cc2)cc1
 : 91	96	24	-2.6*	69	-5.8*	32	10.0*	48
[9] COc1ccc(C(C)=C(c2ccc(OCCN3CCCCC3)cc2)c2ccc(OCCN3CCCCC3)cc2)cc1
 : 112	110	103	100	101	97	91	87	91
[10] CN(C)CCNc1nc(NN2C(=O)c3cccc4cccc(c34)C2=O)nc(N2CCOCC2)n1
 : 108	119	97	107	99	103	91	102	74
[11] Cc1[nH]c2c(C)cccc2c1C
 : 113	132	.	94	97	109	100	110	70
[12] Cc1ccc(Nc2c(O)nc[nH]c2=O)cc1C
 : 97&108	113&96	112&104	98&104	111&97	100&102	112&96	109&111	92&81
[13] C=C(NC(=O)C(=C)NC(=O)c1csc(C2=NC3c4csc(n4)C4NC(=O)c5csc(n5)C(C(C)(O)C(C)O)NC(=O)C5CSC(=N5)/C(=C/C)NC(=O)C(C(C)O)NC(=O)c5csc(n5)C3(CC2)NC(=O)C(C)NC(=O)C(=C)NC(=O)C(=C)NC(=O)C(C(C)C)NC2C=Cc3c(C(C)O)cc(nc3C2O)C(=O)OC4C)n1)C(N)=O (stereo not given)
 : -57*	-9.3*	-8.4*	-2.1*	30	-10*	-49*	-24*	-42*
[14] N#CCCOCC(OCCC#N)C(OCCC#N)C(OCCC#N)C(COCCC#N)OCCC#N (stereo not given)
 : 101	99	.	97	115	98	111	101	88
[15] COC1=C(OC)C(=O)C=CC1=O
 : 125	.	78	95	103	103	64	108	89
[16] CC(=O)O[C@H]1C/C=C\C[C@@H](O)[C@@]2(C)O[C@@H]2CC[C@H](C)C1
 : 102	.	94	100	95	97	79	93	96
[17] O=C(OCc1ccc2c(Br)cc(Br)c(O)c2n1)c1c[nH]c2ccccc12
 : 87	102	61	95	59	94	33	26	26
[18] CCn1c(N)nc2c1c(=O)n(C)c(=O)n2C
 : 97	101	105	108	112	108	106	106	109
[19] COC(=O)c1c(NC(=O)CSc2nnnn2-c2ccc(OC)cc2)sc(C)c1C
 : 88	152	96	107	82	107	92	101	85
[20] O=C1CCc2c(sc3[nH]c(=S)n(Cc4ccc(Cl)cc4)c(=O)c23)C1
 : 4.2*	15	17	15	5.9*	21	6.0*	-13*	-6.5*
[21] C#CC(C)(O)c1ccc(Cl)cc1 (stereo not given)
 : 98	106	109	102	113	95	97	98	99
[22] CN1C(=S)N(C)C2C1NC(=O)N2/N=C/C=C/c1ccccc1[N+](=O)[O-] (stereo not given)
 : 101	115	99	107	106	101	98	96	80
[23] COc1cc2oc(-c3cccc(C(=O)Nc4ccc(C#N)cc4)c3)cc(=O)c2c(OC)c1OC
 : 114	99	105	102	94	99	85	92	75
[24] CCOC(=O)NNC(=S)Nc1ccccc1
 : 117	111	110	105	99	103	104	.	89
[25] CC(=O)Nc1c(Cl)cc(N)cc1Cl
 : 105	105	105	98	101	99	102	108	90
[26] OCCN(CCO)c1cc2c3ccccc3ccc2c2ccccc12
 : 82	91	96	86	78	86	75	69	50
[27] c1ccc(-c2ccc(-c3nccc4ccccc34)[nH]2)cc1
 : 99	52	98	88	94	99	85	84	67
[28] O=C1NC(=O)C2(CCCc3ccc(N(CCO)CCO)cc32)N1 (stereo not given)
 : 101	109	104	113	99	98	96	101	82
[29] COc1ccccc1NC(=O)C(/C=N/C(=S)NNC(C)=O)=C(/C)O
 : 105	109	57	102	103	108	93	105	93
[30] N#Cc1ccc(Oc2ccc3ccc(=O)oc3c2)cc1
 : 104	116	96	114	105	95	92	98	99
[31] NC(=O)c1ccccc1NC(=O)Cn1cc(COc2ccc(C=O)cc2)nn1
 : 130	101	108	101	105	94	91	99	95
[32] O=C(O)C(/C=C/c1ccccc1)=N\O
 : 74	99	108	96	94	104	102	102	82
[33] CC(C)[C@@H](O)CC[C@@H](C)[C@H]1CC[C@@]2(C)C3CC[C@H]4[C@@H](C)[C@@H](O)CC[C@@]45C[C@@]35CC[C@]12C (stereo not given in full)
 : 95	86	93	91	96	104	98	104	98
[34] COc1ccc(-c2cc(-c3ccc(Nc4nc(Nc5ccccc5)nc(Nc5ccc(Cl)cc5)n4)cc3)nc(N)c2C#N)cc1
 : .	-87*	-46*	6.9*	26	-81*	-88*	-34*	-71*
[35] NC(=S)N/N=C\C(O)CO (stereo not given)
 : 102	105	71	57	85	103	15	64	69
[36] COc1ccc(C(=O)/C=C/c2ccc(OCc3ccc(F)cc3)c(OC)c2)cc1OC
 : 17	40	7.7*	11	-1.6*	37	8.6*	10	21
[37] CC1(C)CC[C@]2(CO)CC[C@]3(C)[C@H](CC[C@@H]4[C@@]5(C)CC[C@H](O)C(C)(C)[C@@H]5CC[C@]43C)[C@H]2[C@H]1O
 : 101	59	85	56	66	79	43	93	114
[38] CCOC(=O)CCCCCCCCCCBr
 : 107	93	113	107	108	105	117	102	85
[39] O=C(Cc1nc2ccc(Cl)cc2[nH]c1=O)c1ccncc1
 : 99	93	102	64	64	73	59	59	.
[40] Cc1cn(-c2cc(NC(=O)c3cncc(C#Cc4cnc5ccc(OCC6(C)COC6)nn45)c3)cc(C(F)(F)F)c2)cn1
 : 91	134	89	88	72	96	66	94	72
[41] COc1ccc(-c2nn(-c3ccccc3)cc2/C=C/C(=O)c2cc3ccccc3oc2=O)cc1
 : 114	106	110	119	98	107	99	96	82
[42] CCOc1ccc(-n2cc(-c3ccccc3)c3c(SCc4cc(C)ccc4C)ncnc32)cc1
 : 98	92	79	62	90	93	71	95	81
[43] COc1ccc(CC(C)NN)cc1 (stereo not given)
 : 101	94	109	94	100	91	99	96	85
[44] COc1cc(C=C2C(=O)NC(=O)NC2=O)cc(CN2CCCC2)c1O
 : 108	109	108	103	107	104	113	104	86
[45] COc1cc(/C=N/NC(=O)COc2ccc3c(C)c(Cc4ccccc4)c(=O)oc3c2C)cc(OC)c1OC
 : 109	137	99	97	98	106	98	97	66
[46] COc1ccc(C2N=C(N)Nc3n[nH]c(N)c32)cc1 (stereo not given)
 : 100	113	103	101	107	111	110	105	95
[47] COc1ccc(Sc2nc(N)nc3c2CCN(Cc2ccc(OC)cc2OC)C3)cc1
 : 116	89	94	79	81	76	63	76	48
[48] CSc1nc2nc3c(c(-c4ccccc4)c2c(=O)n1C)CCC/C3=C\c1ccccc1
 : 108	122	102	105	104	104	105	101	110
[49] COc1cccc(/C=C2\Cc3ccccc3C2=O)c1
 : 105	103	104	100	99	101	96	100	91
[50] O=C(O)c1ccccc1C(=O)c1cccc2c(F)cccc12
 : 105	110	106	115	100	104	103	104	87
[51] CCN=c1cc2sc3cc(NCC)c(C)cc3nc-2cc1C
 : 31	.	0.6*	17	-83*	46	7.2*	8.9*	40
[52] COc1ccc(Nc2ncccc2C(=O)Nc2nc3ccc(OC)cc3s2)cc1
 : 103	127	107	111	95	94	97	91	78
[53] COc1ccc(Oc2ccc(/C=N/Nc3nc4ccccc4c(=O)n3-c3ccccc3)cc2)cc1
 : 114	99	106	113	106	98	110	101	92
[54] O=C(CSc1nnc(-c2cc(-c3ccccc3)nc3ccccc23)n1-c1ccccc1)Nc1ccc(C(=O)/C=C/c2ccc(Cl)cc2)cc1
 : 100	110	93	76	85	96	86	73	84
[55] COC(=O)CNC(=O)C1CSC2(C(=O)N(C)c3ccccc32)N1C(=O)C1CCCCC1 (stereo not given)
 : 95	100	91	106	100	106	100	97	84
[56] CCOC(=O)c1[nH]c(=O)c2c(OCC)nc(-c3ccccc3)cc2c1O
 : 63	161	110	108	107	95	101	101	84
[57] C#CC[C@@H]1C[C@]2(C)[C@H]3CC=C4[C@H]5[C@@H](C)[C@H](C)CC[C@]5(C(=O)NCCN(CCN)CCN)CC[C@@]4(C)[C@]3(C)CC[C@H]2C(C)(C)[C@H]1OC(C)=O
 : 88	120	64	52	91	89	50	94	71
[58] O=C(Nc1ccccc1)Nc1ncccc1OCc1ccccc1
 : 101	139	95	109	96	94	83	96	83
[59] O=C(N/N=C/c1ccccc1Cl)c1ccccc1
 : 105	93	109	95	103	97	100	101	94
[60] O=C(Nc1ccc(Cl)cc1)Oc1ccc2ccccc2c1
 : 97	101	82	90	88	86	89	66	47

The results go on:
Values run as follows: HCC-2998	TK-10	SW-620	HT29	SN12C	786-0	HCT-116	HCT-15	UO-31
[61] Cc1ccc(-n2nc(C(N)=O)c(N3CCCC3)n2)cc1
 : 102	90	100	91	96	91	102	92	86
[62] COc1ccc(NCc2cn(-c3ccc(C(=O)O)cc3)nc2-c2ccc(F)cc2)cc1C(F)(F)F
 : 52	96	60	51	32	78	39	44	36
[63] COc1ccc(NC(=S)Nc2nc3c(=O)[nH]nc(-c4ccc(Br)cc4)c3s2)cc1
 : 94	80	107	78	108	91	105	102	101
[64] COc1ccc(OC)c(-c2nc(SCC(=O)c3ccc(F)cc3)[nH]c(=O)c2C#N)c1
 : 95	96	92	100	102	104	98	92	80
[65] CCCCNC(=S)NNc1ccc([N+](=O)[O-])cn1
 : 106	109	98	100	93	112	110	102	91
[66] Nc1ccc(F)cc1-c1n[nH]c(=O)[nH]c1=O
 : 106	.	94	105	109	97	103	99	83
[67] COc1ccc(-c2cn[nH]c2-c2cc(OC)c3c(c2)OCO3)cc1
 : 17	.	22	5.0*	34	26	14	19	28
[68] COc1ccc(Nc2nnc(-c3ccc(Cl)cc3)o2)cc1
 : 80	86	91	76	76	72	60	61	74
[69] Cc1cc(=O)n2nc(-c3cn(C)c4ccccc34)sc2n1
 : 103	117	104	100	97	92	102	96	91

Filtered by structure, the compounds so far with a Cl atom
Values run as follows: HCC-2998	TK-10	SW-620	HT29	SN12C	786-0	HCT-116	HCT-15	UO-31
[3] Oc1c(I)cc(Cl)c2cccnc12
 : 64	96	40	69	49	61	22	33	39
[7] Cc1nn(-c2ccc(F)cc2)c2ncnc(N3CCN(c4ccc(Cl)cc4)CC3)c12
 : 96	131	103	94	87	102	98	108	65
[8] COc1ccc(/C(C)=C(\c2ccc(Cl)cc2)c2ccc(OCCN3CCCCC3)cc2)cc1
 : 91	96	24	-2.6*	69	-5.8*	32	10.0*	48
[20] O=C1CCc2c(sc3[nH]c(=S)n(Cc4ccc(Cl)cc4)c(=O)c23)C1
 : 4.2*	15	17	15	5.9*	21	6.0*	-13*	-6.5*
[21] C#CC(C)(O)c1ccc(Cl)cc1 (stereo not given)
 : 98	106	109	102	113	95	97	98	99
[25] CC(=O)Nc1c(Cl)cc(N)cc1Cl
 : 105	105	105	98	101	99	102	108	90
[34] COc1ccc(-c2cc(-c3ccc(Nc4nc(Nc5ccccc5)nc(Nc5ccc(Cl)cc5)n4)cc3)nc(N)c2C#N)cc1
 : .	-87*	-46*	6.9*	26	-81*	-88*	-34*	-71*
[39] O=C(Cc1nc2ccc(Cl)cc2[nH]c1=O)c1ccncc1
 : 99	93	102	64	64	73	59	59	.
[54] O=C(CSc1nnc(-c2cc(-c3ccccc3)nc3ccccc23)n1-c1ccccc1)Nc1ccc(C(=O)/C=C/c2ccc(Cl)cc2)cc1
 : 100	110	93	76	85	96	86	73	84
[59] O=C(N/N=C/c1ccccc1Cl)c1ccccc1
 : 105	93	109	95	103	97	100	101	94
[60] O=C(Nc1ccc(Cl)cc1)Oc1ccc2ccccc2c1
 : 97	101	82	90	88	86	89	66	47
[68] COc1ccc(Nc2nnc(-c3ccc(Cl)cc3)o2)cc1
 : 80	86	91	76	76	72	60	61	74
